GASC-1 inh – inhibitors of human GASC-1 (JMJD2C) demethylase | Q9H3R0 | GST-JMJD2C(1-420) H3K9me3 demethylation, DELFIA europium | inhibition, % at 2.35 µM | hit rate 0.069% among 330,000 | AID 2099;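 active = more than half of a compound's replicate wells show inhibition beyond 50%, single wells judged on their own value; inconclusive = some, but no more than half, of replicates pass 50% inhibition; inactive = no replicate passes 50% inhibition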;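 also: signal counts dimethyl H3K9 product captured on neutravidin plate; 0% = median of DMSO wells and 100% = 0.3 times that DMSO median; strong numbers were not always called active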
Target sequence (Q9H3R0 1-420 limits assumed): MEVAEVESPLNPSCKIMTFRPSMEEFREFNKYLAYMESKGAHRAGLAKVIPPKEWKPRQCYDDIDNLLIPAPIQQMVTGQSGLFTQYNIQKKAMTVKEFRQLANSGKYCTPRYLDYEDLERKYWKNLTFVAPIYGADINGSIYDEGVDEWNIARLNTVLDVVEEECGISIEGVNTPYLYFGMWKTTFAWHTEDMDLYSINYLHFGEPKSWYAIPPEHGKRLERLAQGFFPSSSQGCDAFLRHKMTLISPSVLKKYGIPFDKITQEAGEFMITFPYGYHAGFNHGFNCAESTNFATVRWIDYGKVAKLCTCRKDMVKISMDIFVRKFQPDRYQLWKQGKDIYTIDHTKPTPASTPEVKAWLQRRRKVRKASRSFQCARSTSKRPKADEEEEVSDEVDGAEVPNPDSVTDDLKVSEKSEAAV
RPL19A TOR yeast – yeast TOR pathway RPL19A-GFP modulation; S. cerevisiae RPL19A-GFP strain, flow cytometry, 3 h; active compounds read low; percent response vs DMSO, % at 10 µM; hit rate 0.3% among 330,000; AID 2025;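 active = percent response vs DMSO below 50%; inconclusive = fewer than 70 events counted for the yeast strain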;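 also: median channel GFP fluorescence of the barcoded RPL19A-GFP strain; ratio of sample median GFP to plate DMSO average so 100% = DMSO; lower means less RPL19A-GFP as with rapamycin TOR inhibition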
MEP2 TOR yeast – alters MEP2-GFP fluorescence in TOR pathway yeast screen. S. cerevisiae MEP2-GFP strain, flow cytometry GFP, 3 h; 100% = DMSO control level. hit rate 0.51% among 330,000. AID 2016. GFP response vs DMSO, % at 10 µM;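 active = GFP response versus DMSO above a set limit, roughly screen mean plus 3 SD, cut at about 180% in these data; inconclusive = fewer than 70 cells counted for a yeast strain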;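 also: median GFP fluorescence of the barcode-gated MEP2-GFP cells per well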
procasp3 activ – activators of human procaspase-3. P42574. recombinant procaspase-3 D3A, Ac-DEVD-pNA absorbance 405 nm. activation, % at 8.5 µM. hit rate 0.11% among 330,000. AID 463141;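 active = activation above the mean of all tested compounds plus 3 SD, cut at about 21% in these data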;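 also: 0% = DMSO alone and 100% = DMSO wells spiked with extra 5 µM PC-3 D3A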
Target sequence (P42574 whole entry D9A/D28A/D175A): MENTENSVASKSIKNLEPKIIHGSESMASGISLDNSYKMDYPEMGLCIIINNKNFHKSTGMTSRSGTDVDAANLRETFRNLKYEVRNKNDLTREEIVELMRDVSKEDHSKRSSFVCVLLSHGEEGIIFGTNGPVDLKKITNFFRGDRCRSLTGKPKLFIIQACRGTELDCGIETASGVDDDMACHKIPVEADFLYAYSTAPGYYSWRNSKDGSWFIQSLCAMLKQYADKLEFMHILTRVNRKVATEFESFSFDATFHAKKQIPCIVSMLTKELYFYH
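Technique: 405 nm absorbance of p-nitroaniline, reads at 0 and 120 min; Test system: Procaspase-3 D3A mutant; Incubation: 1 h enzyme-compound preincubation, then 2 h substrate reaction, 25 °C; Repeats: singlicate, each compound tested once; Benchmarks: low control DMSO wells, high control DMSO plus 5 µM PC-3 D3A.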
CR mimetic SO – lowers age-related superoxide in aged yeast cells. S. cerevisiae aged cells, superoxide DHE fluorescence; active compounds read low. superoxide response (% of plate mean), % at 10 µM. hit rate 0.18% among 330,000. AID 2690;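 active = superoxide response under a set limit, about three screen SD below normal, cut at about 65% in these data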;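 also: yeast aged for seven days with compound at 30 °C before DHE staining; 100% = average MFI of all compound-treated wells on the plate with controls excluded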
proCasp7 act – activates human procaspase-7, counter-screen for procaspase-3 activators; hit rate 0.093% among 330,000; activation, % at 8.5 µM; recombinant procaspase-7, Ac-DEVD-pNA absorbance 405 nm; D23A/D198A/D206A triple mutant, cannot self-cleave; scale: DMSO 0, 5 µM enzyme 100;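 active = percent activation above the screen-wide mean plus 3 SD, cut at about 25% in these data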
Target sequence (P55210 whole entry D23A/D198A/D206A): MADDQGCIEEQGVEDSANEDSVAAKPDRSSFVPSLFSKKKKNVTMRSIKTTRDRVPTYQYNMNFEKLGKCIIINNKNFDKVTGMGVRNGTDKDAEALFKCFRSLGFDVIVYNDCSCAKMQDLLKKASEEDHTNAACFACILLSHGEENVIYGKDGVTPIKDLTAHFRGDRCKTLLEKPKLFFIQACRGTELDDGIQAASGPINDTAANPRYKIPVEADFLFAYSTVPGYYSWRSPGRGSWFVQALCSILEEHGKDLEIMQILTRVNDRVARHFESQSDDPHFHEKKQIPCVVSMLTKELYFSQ
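Assay system: Uncleavable procaspase-7 mutant enzyme | Input: 2 µM procaspase-7 mutant as dispensed | Timing: 1 h compound preincubation, 2 h substrate cleavage, 25 °C | Repeats: One well per compound | Control set: DMSO wells as 0%, DMSO with 5 µM added PC-7 as 100% | Technique: Epi-absorbance of released pNA at 405 nm, two timepoints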
AHR act – activates the human aryl hydrocarbon receptor. hit rate 2.5% among 320,000. activation, % at 5 µM. AHR-responsive luciferase reporter cells, luminescence; in the data active = activation above about 47%;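 also: 0% = vehicle wells and 100% = reference agonist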
LAP4 TOR yeast – alters LAP4-GFP fluorescence in TOR pathway yeast screen; S. cerevisiae LAP4-GFP multiplex, flow cytometry GFP, 3 h; median GFP as percent of DMSO wells; GFP response vs DMSO, % at 10 µM; hit rate 0.34% among 320,000; AID 2023;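 active = GFP response vs DMSO above a set limit, about the screen mean plus 3 SD, cut at about 150% in these data; inconclusive = under 70 cell events counted for the yeast strain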
* marks the source's active call; other numbers are inactive results; ? = inconclusive; nt = no result given; & = joins results of further samples. Random draw from the library (roughly 3.8% active in at least one column).

SMILES	GASC-1 inh	RPL19A TOR yeast	MEP2 TOR yeast	procasp3 activ	CR mimetic SO	proCasp7 act	AHR act	LAP4 TOR yeast
CC(C)C(NC(=O)c1ccccc1Cl)C(=O)OCc1nc2scc(-c3ccccc3Cl)c2c(=O)[nH]1 (stereo unspecified)	-8	96	97	2	109	5	1	92
O=C(Nc1ccc(Cl)c(Cl)c1)Nc1cc(C(=O)N2CCOCC2)ccc1N1CCCCC1	-5	101	106	-2	96	-1	-2	101
COc1ccccc1-n1c(CNC(=O)c2ccco2)nnc1SCC(=O)Nc1cc(C)ccc1C	nt	100	107	3	80	-3	0	94
CNC(=O)c1[nH]cnc1C(=O)N[C@@H](CCCCNC(=O)OC(C)(C)C)C(=O)OC(C)(C)C	28	nt	nt	4	nt	-1	10	nt
CCCOc1ccc(N2C(=O)CC(N3CCN(C(=O)c4ccco4)CC3)C2=O)cc1 (stereo unspecified)	-5	96	97	-2	98	16	-2	103
O=c1[nH]c2ccc(Cl)cc2c(O)c1Cc1ccccc1	-3	99	95	0	88	-4	2	101
CC(Oc1ccc(Cl)cc1Cl)C(=O)NNC(=O)[C@@H]1CCCC[C@@H]1C(=O)O (stereo partly specified)	25	96	95	-1	96	-11	0	105
CCCc1ccc(Oc2cn[nH]c2-c2ccc(O)cc2O)cc1	nt	97	98	1	119	-3	35	113
CC(C)(C(=O)N[C@H](CO)c1ccccc1)C(=O)N[C@H](CO)c1ccccc1	-3	106	97	-8	92	-5	-1	103
CCNC(=O)/C(=C\C=C\c1ccccc1)NC(=O)c1ccc(Br)o1	4	100	103	-6	93	3	45	88
Cc1cccc(C(=O)Nc2sc3c(c2C(=O)O)CCC3)c1	-11	124	117	1	121	-11	17	102
Cc1cc(C)c(C#N)c(Sc2ccc(N)cc2)n1	40	95	97	-2	106	2	20	97
COC(=O)c1ccccc1S(=O)(=O)N1CCC(NC(=O)c2ccccc2)CC1	?	101	108	-1	80	2	3	89
Cc1ccc2nc(NS(=O)(=O)c3cn(C)nc3C)sc2c1	-3	107	90	3	102	5	-1	69
Clc1ccc(OCCSCc2nc3ccccc3[nH]2)cc1	6	100	101	4	85	8	7	95
CCOC(=O)N1CCC(Nc2nc(OC)nc(OC)n2)CC1	-11	106	106	-4	109	6	-3	122
CCN(CC)CCNC(=O)c1ccc(NC(=O)CC(NC(=O)c2ccccc2Cl)c2ccccc2)cc1 (stereo unspecified)	-7	101	105	-1	98	11	-2	100
O=C(N1CCN(c2ccccc2)CC1)C12CC3CC(CC(C3)C1)C2	36	102	98	-5	92	-2	0	97
COC(=O)c1cc(C#N)c(N(C)Cc2ccccc2)nc1C	-3	102	103	6	107	3	1	96
COc1ccc(-c2nn(C)c(=O)c3ccccc23)cc1NS(C)(=O)=O	-6	103	101	-2	100	-10	6	106
O=C(O)c1cnc(-c2ccccc2)nc1Oc1ccc(Cl)cc1	-5	85	110	0	103	3	0	88
CN(CC(=O)Nc1c(Cl)cccc1Cl)C(=O)Cc1ccsc1	0	105	116	-9	78	5	8	94
Cc1cc(Cl)ccc1C(=O)C1CCCN(C(=O)c2ccc3ncccc3c2)C1 (stereo unspecified)	0	102	104	10	107	-2	1	106
Cc1cc(C)c2c(C)[nH]nc2n1	-2	100	101	-1	113	17	2	110
COC(=O)N(NC(=O)C(O)(c1ccccc1)c1ccccc1)c1ccc(C)cc1	20	100	94	1	97	14	31	102
Cc1cc(C)c(S(=O)(=O)N2CCOCC2)cc1NS(=O)(=O)c1cc(OCC(N)=O)c(C)cc1Cl	6	92	88	5	94	3	1	107
CCOC(=O)C1(Cc2ccccc2C(F)(F)F)CCN(C(=O)c2cc(C)n(C)n2)CC1	-1	106	99	-3	96	-1	4	97
Cc1noc(C)c1S(=O)(=O)Nc1ccc2c(c1)C(=O)N([C@H](C)CO)C[C@H](C)[C@@H](CN(C)C(=O)NC(C)C)O2	nt	97	97	3	115	-2	3	96
CCOC(=O)C(C)Sc1nc(-c2cccs2)ccc1C#N (stereo unspecified)	12	100	100	-2	78	6	10	113
Cc1ccc(-c2cc(-c3n[nH]c(=S)n3C)c3ccccc3n2)cc1	-11	86	86	-7	104	-24	-5	101
O=C(O)CCc1nn2cnc3sc4c(c3c2nc1=O)CCCC4	-6	95	98	-3	113	0	2	98
COc1cc(/C=C2/SC(=S)N(Cc3ccccc3)C2=O)cc(OC)c1O	-4	111	111	-9	119	-10	2	92
O=C(C1CC1)N1CCc2cc(Br)cc(S(=O)(=O)N3CCN(c4ccccn4)CC3)c21	44	99	99	6	96	4	0	101
O=C(CSc1nnc(C2COc3ccccc3O2)o1)N1CCCc2ccccc21 (stereo unspecified)	14	99	108	-1	103	-1	5	106
CC(C)(O)C#Cc1ccc(C(=O)N2CCN(c3ccc(Cl)cc3)CC2)cc1	-4	97	108	-1	94	-3	1	108
COc1ccc(C2Nc3ccccc3C(=O)N2Cc2ccco2)cc1COc1ccccc1F (stereo unspecified)	-8	97	97	-4	83	4	7	98
COc1ccccc1N1CCN(c2ccc(-c3ccccc3)nn2)CC1	-6	93	94	0	88	4	-7	113
Cc1cccc(NS(=O)(=O)c2ccc3[nH]c(=O)cc(C(=O)OC(C)C(=O)Nc4ccc([N+](=O)[O-])cc4)c3c2)c1 (stereo unspecified)	-8	103	106	-4	96	6	-4	99
CCC(c1nnnn1Cc1ccco1)N(CCN1CCOCC1)Cc1cc2cc(C)ccc2[nH]c1=O (stereo unspecified)	4	98	96	0	93	3	11	100
Cc1ccccc1N1C(=O)C2ON(c3ccccc3)C(c3ccco3)C2C1=O (stereo unspecified)	5	90	90	3	108	1	1	94
O=C(c1ccc2c3c(cccc13)C(=O)N(O)C2=O)N1CCCCC1	-18	107	101	-3	113	0	2	92
CCN1CCN(Cc2c(O)ccc3c2O/C(=C\C=C\c2ccccc2)C3=O)CC1	-7	84	108	-5	101	-4	-4	153*
COc1ccccc1-n1cnnc1SCC(=O)Nc1cccnc1Cl	8	100	98	12	90	7	0	90
Cc1nc2sc(C(c3ccc(Cl)cc3)N3CCN(c4ccccc4F)CC3)c(O)n2n1 (stereo unspecified)	1	94	96	3	100	7	7	83
Cc1ccc(-c2csc(N(CCCN3CCOCC3)C(=O)c3ccco3)n2)cc1	-42	100	107	12	86	3	4	105
CCc1ccc(CN(C)C(=O)C2CCC(=O)N(CC3CCCCC3)C2)cc1 (stereo unspecified)	-3	104	98	6	96	-3	-2	74
CC1CC1C(=O)OCC(=O)NC(=O)NCc1ccco1 (stereo unspecified)	0	97	102	-2	106	6	4	101
COc1ccccc1NS(=O)(=O)c1cc(NC(=O)CCc2nc3ccccc3c(=O)[nH]2)ccc1C	7	107	103	3	97	4	7	114
Cc1ccc(Cn2c(=O)sc3ccccc3c2=O)cc1	10	95	101	2	96	6	-2	115
COc1ccc(N(CC(=O)Nc2ccccc2C(=O)N2CCCC2)S(C)(=O)=O)cc1	-6	103	100	-4	118	-8	0	103
Cc1cc(C(=O)CSc2n[nH]c(N)n2)c(C)n1-c1ccccc1	2	98	102	-1	94	-1	17	102
Cc1ccc(S(=O)(=O)N2CCN(C(=O)c3ccccc3)C2)cc1[N+](=O)[O-]	6	106	98	-3	114	-2	-4	92
Cc1ccc(C2=N/C(=C\c3c(C)nn(-c4ccccc4)c3N3CCCC3)C(=O)O2)cc1	5	103	98	0	95	15	1	90
CC1CN(S(=O)(=O)c2cc(C(=O)NCCC3=CCCCC3)ccc2Cl)CC(C)O1 (stereo unspecified)	1	93	93	-8	100	-5	5	93
Brc1ccc(-c2csc(Nc3nc(-c4ccc(Br)cc4)cs3)n2)cc1	7	99	94	1	113	1	85*	94
COc1ccc(OCC(=O)NNC(=S)NC(=O)c2ccc(Br)o2)cc1	-16	107	115	-5	124	-22	1	112
O=C(O)c1cc(S(=O)(=O)N2CCN(C(c3ccccc3)c3ccccc3)CC2)ccc1Cl	24	105	111	-5	93	9	1	99
CC(C)c1nc2sc3c(c2c(=O)[nH]1)CC(C)(C)OC3	-5	116	117	nt	96	nt	nt	104
CC(C)c1c(C(=O)N/N=C/c2ccc(OCc3ccc(F)cc3)cc2)nnn1-c1nonc1N	-10	104	108	-5	100	-2	1	94
CN(Cc1ccccc1)C(=O)CCC1CCN(S(=O)(=O)N(C)C)CC1	11	105	97	2	103	9	2	102

Single records, from the list above. Screens in order: GASC-1 inh | RPL19A TOR yeast | MEP2 TOR yeast | procasp3 activ | CR mimetic SO | proCasp7 act | AHR act | LAP4 TOR yeast
Cc1cc(C)c(C#N)c(Sc2ccc(N)cc2)n1 is entered as 40 | 95 | 97 | -2 | 106 | 2 | 20 | 97
O=C(O)c1cnc(-c2ccccc2)nc1Oc1ccc(Cl)cc1 is entered as -5 | 85 | 110 | 0 | 103 | 3 | 0 | 88
CCC(c1nnnn1Cc1ccco1)N(CCN1CCOCC1)Cc1cc2cc(C)ccc2[nH]c1=O (stereo unspecified) is entered as 4 | 98 | 96 | 0 | 93 | 3 | 11 | 100

(cont.)
SMILES	GASC-1 inh	RPL19A TOR yeast	MEP2 TOR yeast	procasp3 activ	CR mimetic SO	proCasp7 act	AHR act	LAP4 TOR yeast
CSCC[C@@H](C(=O)NCc1cccs1)N1Cc2ccccc2C1=O	-10	99	101	-17	104	-26	10	100
O=C(CSC1=NS(=O)(=O)c2ccccc2N1)Nc1ccc(F)cc1	7	95	93	-6	101	8	0	106
Cc1ccccc1C(=O)NC1CCN(C(=O)N(c2ccccc2)c2ccccc2)CC1	-14	100	100	4	96	0	2	97
COC(=O)c1ccc(-n2nnnc2SCc2ccccc2OC)cc1	-4	96	96	-6	97	-5	-1	106
N#CCSc1nc(-c2ccccc2)nc2ccc(F)cc12	1	103	107	nt	104	nt	nt	96
CCOC(=O)C1=C(CC)Nc2ccccc2N=C1NC(=O)Cn1cnc2ccccc2c1=O	-7&-3	96	97	6	87	0	-1	96
N#CCC(=O)NNC(=S)NC(=O)C(c1ccccc1)c1ccccc1	-6	96	95	-4	99	1	-2	95
COc1ccc(S(=O)(=O)Nc2cc(Sc3ncn[nH]3)c(O)cc2C)cc1	10	94	98	-4	85	-2	-1	113
CCOc1cc(CNC2CCCC2)cc(Cl)c1OCc1ccc(F)cc1	11	98	105	-1	106	5	-1	102
O=C(COc1ccc(S(=O)(=O)Nc2ccccc2)cc1)NCc1ccncc1	-1	103	99	-6	100	12	0	99
O=C(CSc1ncnc2ccccc12)c1ccc2c(c1)OCCO2	6	96	95	-27	97	-37	35	96
COc1ccc2nc(N/C(N)=N/C(=S)Nc3cccc(C)c3)nc(C)c2c1	-4	98	101	6	107	9	11	115
COc1ccc(-c2cc(-c3cccs3)nc(OC)c2C#N)cc1OC	0	105	103	5	100	13	11	89
CCOC(=O)CN(C(=O)CSc1nnc(COc2ccc(OC)cc2)n1C)c1ccccc1	-3	100	98	7	103	-4	2	99
CN(C(=O)COC(=O)c1ccccc1Nc1ccccc1)c1c(N)n(Cc2ccccc2)c(=O)[nH]c1=O	-6	99	104	-3	110	2	3	103
N#CC1=C(N)C(C#N)(C#N)C(c2cccnc2)C2CC(c3ccccc3)CC=C12 (stereo unspecified)	21	103	105	-18	99	-14	36	109
COc1ccc(-c2csc3ncnc(NCCN4CCOCC4)c23)cc1	-1	106	113	0	98	20	-4	105

Source: PubChem (several laboratories)
